PAFAH2 FP inh: inhibitors of human PAFAH2; Q99487; recombinant PAFAH2, FP-rhodamine activity probe, fluorescence polarization; inhibition, % at 3.39 µM; 0.99% of 340,000 active; AID 492956;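 active = inhibition above the mean over all tested compounds plus 3 SD, cut at about 30% in these data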;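 also: inhibitors block probe labeling of enzyme so polarization drops; 0% = enzyme with DMSO and 100% = wells lacking PAFAH2 protein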
core dimer inh: blocks dimerization of HCV core protein. inhibition, % at 5 µM. TR-FRET GST/Flag-core106 dimerization, 1536-well. 0.33% of 300,000 active;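 active = inhibition above the mean of all tested compounds plus 3 SD, set per screening campaign, cut at about 45% in these data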
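Test system: GST/Flag-tagged HCV core106 proteins; Medium: KF-containing HEPES buffer, pH 7.45, DTT, CHAPS, BSA; Times: compound-protein-antibody incubation 4 h at 22.5 °C; Detection: TR-FRET 671 and 617 nm emission; Benchmarks: wells lacking GST-core106 and wells with excess unlabelled core106.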
PP1 counter: PP1-alpha (human) inhibition in PP5 counter-screen; P62136; purified PP1alpha, OMFP fluorescence; inhibition, % at 6.7 µM; 0.9% of 320,000 active; AID 2235;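 active = inhibition above the mean inhibition of all tested compounds plus 3 SD, computed separately for each screening campaign, cut at about 15% in these data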
proCasp3 act: activators of human procaspase-3; P42574; recombinant procaspase-3 D3A, Ac-DEVD-pNA absorbance 405 nm; activation, % at 8.5 µM; 0.11% of 330,000 active; AID 463141;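 active = activation above the mean of all tested compounds plus 3 SD, cut at about 21% in these data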;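 also: 0% = DMSO alone and 100% = DMSO wells spiked with extra 5 µM PC-3 D3A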
Target sequence (P42574 whole entry D9A/D28A/D175A): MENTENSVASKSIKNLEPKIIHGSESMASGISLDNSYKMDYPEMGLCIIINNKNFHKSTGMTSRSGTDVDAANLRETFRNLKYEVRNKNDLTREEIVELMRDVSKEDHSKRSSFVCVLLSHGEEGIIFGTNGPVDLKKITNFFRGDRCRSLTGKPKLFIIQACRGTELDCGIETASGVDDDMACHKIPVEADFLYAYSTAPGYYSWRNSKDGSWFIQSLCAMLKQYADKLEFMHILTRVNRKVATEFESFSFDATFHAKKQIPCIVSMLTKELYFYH
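System: Procaspase-3 D3A mutant. Medium: Zinc-free 300 mM NaCl, 50 mM HEPES, 0.01% Triton X-100. Schedule: 1 h preincubation plus 2 h reaction at 25 °C. Measured by: 405 nm absorbance of p-nitroaniline, reads at 0 and 120 min. Read-out: percent activation relative to control range.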
procasp7 counter: activates human procaspase-7, counter-screen for procaspase-3 activators; P55210; recombinant procaspase-7, Ac-DEVD-pNA absorbance 405 nm; D23A/D198A/D206A triple mutant, cannot self-cleave; scale: DMSO 0, 5 µM enzyme 100; activation, % at 8.5 µM; 0.093% of 330,000 active; AID 463210;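 active = percent activation above the screen-wide mean plus 3 SD, cut at about 25% in these data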
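System: Procaspase-7 triple mutant (PC-7 D3A); measure: % activation from two-timepoint absorbance difference, scaled to controls; times: 1 h compound preincubation, 2 h substrate cleavage, 25 °C; also added: Ac-DEVD-pNA substrate, 400 µM as added; measured by: Epi-absorbance of released pNA at 405 nm, two timepoints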
AHR act: activates the human aryl hydrocarbon receptor; AHR-responsive luciferase reporter cells, luminescence; activation, % at 5 µM; 2.5% of 320,000 active; in the data active = activation above about 47%;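 also: 0% = vehicle wells and 100% = reference agonist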
Target sequence (P35869 whole entry, looked up): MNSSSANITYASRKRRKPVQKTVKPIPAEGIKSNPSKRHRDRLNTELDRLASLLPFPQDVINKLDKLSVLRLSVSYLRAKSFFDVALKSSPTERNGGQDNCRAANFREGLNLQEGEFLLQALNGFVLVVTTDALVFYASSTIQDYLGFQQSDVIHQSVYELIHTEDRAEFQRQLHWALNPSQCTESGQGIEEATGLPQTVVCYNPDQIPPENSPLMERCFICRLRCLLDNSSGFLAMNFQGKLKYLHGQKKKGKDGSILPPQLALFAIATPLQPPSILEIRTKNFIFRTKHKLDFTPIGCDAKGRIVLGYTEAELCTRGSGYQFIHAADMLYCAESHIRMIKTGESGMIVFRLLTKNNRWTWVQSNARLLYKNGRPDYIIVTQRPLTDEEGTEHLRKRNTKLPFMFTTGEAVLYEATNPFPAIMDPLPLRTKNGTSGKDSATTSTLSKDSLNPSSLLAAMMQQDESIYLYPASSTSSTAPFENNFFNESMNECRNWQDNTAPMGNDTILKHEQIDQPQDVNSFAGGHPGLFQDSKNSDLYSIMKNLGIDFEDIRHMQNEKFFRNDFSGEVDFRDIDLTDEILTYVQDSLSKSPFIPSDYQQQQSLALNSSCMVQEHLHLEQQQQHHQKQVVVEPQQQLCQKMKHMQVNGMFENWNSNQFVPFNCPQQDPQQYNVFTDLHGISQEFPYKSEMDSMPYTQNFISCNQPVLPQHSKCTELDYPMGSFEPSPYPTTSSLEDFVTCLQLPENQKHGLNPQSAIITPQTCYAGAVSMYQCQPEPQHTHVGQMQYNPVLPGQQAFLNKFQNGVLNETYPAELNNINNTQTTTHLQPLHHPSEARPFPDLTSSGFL
TPT1 inh: blocks Candida albicans tRNA 2'-phosphotransferase; recombinant caTPT1, FP RNA substrate dephosphorylation; inhibition, % at 5 µM; 0.81% of 300,000 active; AID 1962;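 active = inhibition above the mean of all tested compounds plus 3 SD, set per screening campaign, cut at about 24% in these data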;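 also: plate controls were DMSO alone for no effect and ferristatin control at 100 nM for full effect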
Fh CTSL1 inh: counter-screen for PFM18AAP inhibitors: inhibitors of F. hepatica cathepsin L1. recombinant F. hepatica cathepsin L1, Z-Leu-Arg-MCA fluorescence. inhibition, % at 5.96 µM. 0.49% of 300,000 active;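 active = inhibition above the mean of all tested compounds plus 3 SD, set per screening campaign, cut at about 17% in these data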;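 also: 0% = plate median of test compound wells and 100% = 1 µM Z-Phe-Ala-diazomethylketone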
PP5 inh: PP5 (human) phosphatase inhibition; P53041; AID 1987; purified PP5c, OMFP substrate fluorescence; inhibition, % at 6.7 µM; 0.18% of 320,000 active;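 active = inhibition above the campaign's mean inhibition across all tested compounds plus 3 SD, cut at about 9.5% in these data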;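 also: 0% = DMSO only and 100% = 100 µM cantharidin control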
Starred values were filed as active, the others as inactive; · = not tested or not shown. Outcome played no part in choosing rows; 5.6% or so of the library scored in one or more.

SMILES	PAFAH2 FP inh	core dimer inh	PP1 counter	proCasp3 act	procasp7 counter	AHR act	TPT1 inh	Fh CTSL1 inh	PP5 inh
CCCCCC(=O)NC(NC(=S)Nc1ccc(S(N)(=O)=O)cc1)C(Cl)(Cl)Cl (stereo unspecified)	-1	7	0	6	-1	0	22	-1	2.0
Cc1ccccc1CNC(=O)c1ccc(CSCc2ccccc2)cc1	-11	18	6	1	3	-2	2	4	5.8
O=C(NC1CC1)c1cc2c(s1)CS(=O)(=O)C2	-5	6	-2	-3	-7	0	1	1	0.3
N#C/C(=N\Nc1ccccc1)C(=N)N1CCCCC1	2	-4	5	-10	-10	29	2	5	2.1
Cc1cc(-c2n[nH]c(=S)n2/N=C/c2ccc(Br)s2)n[nH]1	4	-2	3	-3	-11	21	3	4	-0.8
COc1ccc(Cc2nnc(SCC(=O)NCc3ccco3)o2)cc1	8	6	-3	4	16	1	2	1	1.0
Cc1cc(/C=C2\SC(=S)NC2=O)cc(C)c1O	-64	-19	2	-14	-21	2	35*	6	-0.7
CCOC(=O)c1cccc(NC(=O)CCNS(=O)(=O)c2cccc3nonc23)c1	2	5	0	-2	-3	1	0	5	0.8
O=C(NN1C(=O)/C(=C/C=C/c2ccccc2)SC1=S)c1ccncc1	21	49*	1	-13	-5	1	131*	1	2.8
COc1cc(-c2noc(C)c2C#CC2(O)CCCCC2)cc(OC)c1OC	-6	-2	-2	-7	1	9	-2	0	4.2
CCN(CC(=O)Nc1ccc(NC(C)=O)cc1)CC(=O)Nc1ccccc1C(=O)c1ccccc1	-2	3	0	1	-8	4	-4	7	0.4
COc1ccc(Cc2noc(-c3ccc(OC)c(OC)c3)n2)cc1OC	-1	1	-1	8	15	9	-1	-1	2.1
COc1cc(C(=O)NC(c2ccccc2)c2ccccc2)cc(OC)c1OC	3	7	0	0	0	11	-1	-3	3.1
O=C(CSc1cccc[n+]1[O-])Nc1cccc(S(=O)(=O)NC2=NCCCCC2)c1	-1	2	-1	-8	6	0	-4	-1	-0.9
O=C(c1cc(COc2ccc3ncccc3c2)on1)N1CCCC(O)C1 (stereo unspecified)	1	-3	0	2	1	2	3	-4	-0.4
COc1ccccc1NC(=O)c1ccc2nsnc2c1	5	2	0	2	-5	56*	0	-3	2.0
CN(CCCC(=O)Nc1ccc(OC(F)F)cc1)S(=O)(=O)c1ccc(F)cc1	-5	-5	1	-2	1	2	-2	3	1.4
CCn1c(COc2ccc(C(C)C)cc2)nnc1SCC(=O)Nc1nccs1	-1	-1	13	2	7	0	-1	-6	-0.2
CCN(C(=O)COC(=O)c1nn(-c2ccccc2)c(=O)c2ccccc12)C1CCS(=O)(=O)C1 (stereo unspecified)	11	-1	-6	4	3	-1	9	-17	0.0
COc1ccc(S(=O)(=O)Nc2cc3c4c(c2)C(C)C(=O)N4CCC3)cc1OC (stereo unspecified)	-2	-1	1	6	-1	3	-3	-3	2.6
CCn1c(SCC(N)=O)nnc1-c1cc2c(C)nn(-c3ccccc3)c2s1	2	3	-3	7	-2	10	2	1	2.2
Cc1cc(C(=O)NCc2cccs2)cs1	-2	-1	-5	5	-10	11	-1	-1	-1.4
Cc1ccc(CN2Cc3cccc4c3[C@@H](CC2=O)[C@H](O)[C@H](O)C4)cc1	-4	·	1	-4	5	0	·	·	2.2
CCc1ccc(NC(=O)C2CCN(S(=O)(=O)c3ccc4[nH]c(=O)ccc4c3)CC2)cc1	-14	-6	-3	2	9	1	5	1	-1.3
CC(=O)c1ccccc1C(=O)N(C)C1CCCN(Cc2ccccc2F)C1 (stereo unspecified)	-3	3	-7	4	-2	-2	1	-2	4.5
O=C(CCCCCN1C(=O)c2ccccc2C1=O)NCc1ccccn1	-4	-3	0	3	4	-2	-2	-1	-0.4
CCOC(=O)N1CCN(Cc2ccc3c(c2)OCO3)CC1	-5	-10	0	7	-2	-1	0	-1	3.7
COc1cc(/C=C/C(=O)OCC(=O)N2CCCc3ccccc32)ccc1OC(F)F	10	0	-2	-4	4	4	1	-1	0.1
COc1ccccc1NS(=O)(=O)c1ccc(C(=O)N2CCN(c3ccccc3O)CC2)cc1	7	3	-8	22*	-7	-3	-2	1	-0.7
S=c1[nH]nc(CSCc2ccc(Cl)cc2Cl)n1-c1ccccc1	11	9	0	-21	-25	-5	2	-2	4.9
COc1ccc(-n2ncc(N(C)n3cccc3)c(Cl)c2=O)cc1	0	5	-1	-8	8	12	-10	0	-0.2
Cc1c(CNC(=O)C2CCC(=O)N(CCc3ccccc3)C2)cnn1C (stereo unspecified)	4	-16	-1	-3	-1	2	-3	-2	0.8
COc1ccccc1OCc1ccc(C(=O)Nc2ccncc2)o1	5	0	-1	1	3	16	-3	-2	0.1
CC(=O)c1cccc(Nc2nc(-c3ccccc3)nc3ccccc23)c1	-2	13	0	4	4	45	-1	5	2.1
Cc1ccc(S(=O)(=O)c2nnn3c2nc(N2CCCCC2)c2ccccc23)cc1	-4	6	-3	6	-2	-3	-4	-3	1.2
CC(=O)Nc1scc(-c2ccccc2)[n+]1-c1ccc(C)cc1	5	3	3	3	-1	1	-5	1	3.6
O=C(NCc1ccccc1)/C(=C\c1ccc([N+](=O)[O-])cc1)NC(=O)c1ccco1	6	-9	2	7	1	16	-3	-3	5.0
CCCc1nnc(SCC(=O)N2CCOCC2)n1C	15	3	-2	8	2	2	-2	-5	2.1
Cc1cc(Br)ccc1SCC(=O)OCC(=O)NC(C)c1ccccc1 (stereo unspecified)	-2	-2	-1	5	9	-3	-2	-6	-0.3
Cc1cccc(C)c1NC(=O)CC(C)c1ccccc1 (stereo unspecified)	3	7	0	-1	-4	-2	-1	1	1.5

A few values from above.
core dimer inh with CC(=O)Nc1scc(-c2ccccc2)[n+]1-c1ccc(C)cc1 stands at 3
AHR act with Cc1cc(Br)ccc1SCC(=O)OCC(=O)NC(C)c1ccccc1 (stereo unspecified) stands at -3
PAFAH2 FP inh with Cc1cccc(C)c1NC(=O)CC(C)c1ccccc1 (stereo unspecified) stands at 3

Carrying on:
SMILES	PAFAH2 FP inh	core dimer inh	PP1 counter	proCasp3 act	procasp7 counter	AHR act	TPT1 inh	Fh CTSL1 inh	PP5 inh
Cc1ccc(CNC(=O)CN(c2ccc(C)cc2)S(=O)(=O)c2c(C)nn(C)c2C)cc1	-1	-3	1	-7	5	3	1	0	1.0
COc1ccc(C2CC(c3ccc(Cl)cc3Cl)Nc3nc(N)nn32)cc1OC (stereo unspecified)	2	-8	1	0	8	1	-3	4	0.6
CCCC(=O)N=c1sc2cccc(F)c2n1C	-2	7	0	7	13	6	1	1	1.9
Cc1ccc(-n2cnc3ncnc(-c4ccccc4)c32)cc1	3	-9	-2	3	6	3	-2	4	-0.2
COc1ccccc1C(=O)COC(=O)c1nc2nc(C)cc(C)n2n1	0	-1	-10	-15	-1	4	5	2	2.3
Cc1cc(NC(=O)COc2ncnc3sc(C)c(C)c23)no1	3	-5	-1	1	9	2	-5	-3	-0.8
COc1cccc(N2CCN(C(C)C(=O)NC34CC5CC(CC(C5)C3)C4)CC2)c1 (stereo unspecified)	-6	3	6	12	-6	1	-2	0	1.4
C[C@@H]1CN([C@@H](C)CO)C(=O)Cc2cc(NS(=O)(=O)c3ccccc3)ccc2O[C@H]1CN(C)S(C)(=O)=O	3	·	·	9	-5	-1	·	·	·
O=C(Cn1cnc2sc3c(c2c1=O)CCCC3)NCC(=O)Nc1c(F)cccc1F	0	-9	-3	5	3	0	-4	-5	1.3
O=C(COC(=O)Cc1cccc(C(F)(F)F)c1)NC1CCS(=O)(=O)C1 (stereo unspecified)	1	-2	-2	4	2	3	1	-5	-1.6

Arranged by length of the SMILES (rising): four of the compounds above
SMILES	PAFAH2 FP inh	core dimer inh	PP1 counter	proCasp3 act	procasp7 counter	AHR act	TPT1 inh	Fh CTSL1 inh	PP5 inh
Cc1ccc(-n2cnc3ncnc(-c4ccccc4)c32)cc1	3	-9	-2	3	6	3	-2	4	-0.2
Cc1cc(NC(=O)COc2ncnc3sc(C)c(C)c23)no1	3	-5	-1	1	9	2	-5	-3	-0.8
COc1cccc(N2CCN(C(C)C(=O)NC34CC5CC(CC(C5)C3)C4)CC2)c1 (stereo unspecified)	-6	3	6	12	-6	1	-2	0	1.4
C[C@@H]1CN([C@@H](C)CO)C(=O)Cc2cc(NS(=O)(=O)c3ccccc3)ccc2O[C@H]1CN(C)S(C)(=O)=O	3	·	·	9	-5	-1	·	·	·

Other results.
SMILES	PAFAH2 FP inh	core dimer inh	PP1 counter	proCasp3 act	procasp7 counter	AHR act	TPT1 inh	Fh CTSL1 inh	PP5 inh
Oc1ccc(O)c(-c2cnns2)c1	9	-5	-4	-26	-14	2	-3	-1	-2.6
COc1cc(C(CCN2CCCCC2)c2c(OC)cc(OC)c3c(C)cc(=O)oc23)cc(OC)c1OC (stereo unspecified)	1	-14	2	11	4	5	-3	2	0.3
Cc1csc(NC(=O)c2cccc(C)c2C)n1	3	-1	0	1	6	-2	1	3	1.0
C/C=C/c1ccc(Oc2nnnn2-c2ccc(C(=O)O)cc2)c(OC)c1	5	4	-5	-2	6	1	-3	-1	-0.8
COC1C=CC(CNC(=O)c2cc3c(=O)n4cccc(C)c4nc3n2C)(OC)O1 (stereo unspecified)	-1	8	0	-5	4	0	-2	3	4.3
COc1ccc(C(=O)Nc2ccc(S(=O)(=O)Nc3nccnc3OC)cc2)cc1OC	4	3	-2	1	-1	-1	-3	2	2.3
COc1ccccc1NC(=S)NCc1ccc2c(c1)cc(C)n2C	-1	16	5	5	-10	2	-4	0	2.0
Cc1cc(C(=O)N/N=C(\CCC(=O)O)c2cccs2)c2ccccc2n1	1	0	-2	5	3	4	3	-1	-2.3
CCOc1ccc(Oc2ccc(S(=O)(=O)N3CCOCC3)cc2NC(=O)C2=COCCO2)cc1	-3	10	0	-6	-2	3	4	-3	2.2
Cc1cc(=O)n2c(n1)NC(Nc1cccc(C)c1C)=NC2c1ccc(F)cc1 (stereo unspecified)	·	2	-3	-8	11	2	-1	2	-1.4
Cc1cccc(C)c1NC(=O)CN(C)C(=O)c1cccc(S(=O)(=O)N2CCN(c3ccc(F)cc3)CC2)c1	-1	-5	0	7	7	4	-5	6	4.4
Cc1cccc(NC(=O)NCCN2CCCCC2)c1	1	5	1	1	13	1	0	0	-2.5
COc1ccc(OC)c(NC(=O)CCc2nnc3ccc(N4CCC(C)CC4)nn23)c1	0	1	-3	10	5	2	2	-3	3.1
S=C1SCN(Cc2cccnc2)CN1Cc1ccccc1	2	0	0	-10	-16	2	-2	6	0.3
CN(C(=O)CSc1nc(O)cc(=O)n1C1CCCC1)c1ccccc1	-9	4	8	-2	0	2	0	-2	-1.4
O=C(NCC(c1cccs1)N1CCOCC1)c1cn(-c2ccccc2)nc1-c1ccccc1 (stereo unspecified)	0	·	2	11	2	4	·	·	3.5
C/C(N)=C(/C#N)C(=O)COC(=O)c1cc(-c2cccc(Br)c2)nc2ccccc12	-41	-6	-1	-4	-1	8	0	-6	2.5
CCOc1ccccc1N(CC(=O)N1CCCC1)S(C)(=O)=O	7	5	-3	3	1	0	-4	3	-1.3
COc1cc(C)cc(CN2CCC(Cc3ccccc3)CC2)c1O	-6	7	0	15	8	2	-2	0	0.6
